High-throughput results deposited in PubChem by The Scripps Research Institute Molecular Screening Center.
LYPLA2 counter – LYPLA2 inhibitors, primary screen, counter-screen for PME1 inhibitor project, biochemical, fluorescence polarization, FP-Rh probe ABPP. AID 2177, 2009. inhibition, % at 5.9 µM. recombinant LYPLA2. actives 0.38% (n = 320,000). Acyl-protein thioesterase 2 (Homo sapiens), O95372;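 active means inhibition above the screen-wide mean plus 3 SD, limit set per campaign, cut at about 26% in these data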;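 further: 0% = LYPLA2 with DMSO and 100% = wells lacking LYPLA2 enzyme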
GSTO1 inh – inhibitors of recombinant GSTO1, primary screen, counter-screen for RBBP9 inhibitor project, biochemical, fluorescence polarization | Glutathione S-transferase omega-1 (Homo sapiens), P78417 | activity-based probe fluorescence polarization | inhibition, % at 5.96 µM | actives 1.1% (n = 300,000) | AID 1974, 2009;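 active means inhibition above the campaign mean inhibition plus 3 SD, cut at about 35% in these data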;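 further: 0% = GSTO1-1 with DMSO and 100% = wells lacking GSTO1-1 enzyme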
PAD4 inh – human PAD4 inhibitors, primary screen, biochemical, fluorescence polarization, 1536-well format; Protein-arginine deiminase type-4 (Homo sapiens), Q9UM07; inhibition, % at 6.36 µM; actives 0.41% (n = 330,000); recombinant PAD4, RCA probe fluorescence polarization;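 active means percent inhibition above a cutoff equal to the mean of all tested compounds plus 3 SD, cut at about 15% in these data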;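 further: 0% = PAD4 with RCA probe and DMSO and 100% = probe without PAD4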
Target sequence (Q9UM07 whole entry, looked up): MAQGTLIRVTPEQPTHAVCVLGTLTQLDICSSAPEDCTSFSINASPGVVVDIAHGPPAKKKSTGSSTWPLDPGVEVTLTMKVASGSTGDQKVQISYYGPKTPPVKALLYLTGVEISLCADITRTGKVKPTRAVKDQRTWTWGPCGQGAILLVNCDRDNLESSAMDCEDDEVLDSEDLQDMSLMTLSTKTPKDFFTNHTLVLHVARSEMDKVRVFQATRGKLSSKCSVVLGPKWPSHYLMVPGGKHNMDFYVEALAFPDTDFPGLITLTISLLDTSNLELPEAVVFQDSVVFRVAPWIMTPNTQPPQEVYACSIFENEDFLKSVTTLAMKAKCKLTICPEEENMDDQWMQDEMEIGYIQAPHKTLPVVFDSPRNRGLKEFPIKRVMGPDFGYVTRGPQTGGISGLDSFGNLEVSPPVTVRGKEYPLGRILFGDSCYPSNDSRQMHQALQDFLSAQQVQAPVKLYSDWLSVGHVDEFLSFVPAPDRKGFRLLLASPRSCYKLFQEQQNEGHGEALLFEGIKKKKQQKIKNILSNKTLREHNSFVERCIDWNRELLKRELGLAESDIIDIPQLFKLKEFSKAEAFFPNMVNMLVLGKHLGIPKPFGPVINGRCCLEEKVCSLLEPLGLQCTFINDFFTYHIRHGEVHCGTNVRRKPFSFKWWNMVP
PAFAH1B3 inh – PAFAH1B3 enzyme inhibitors, primary screen, biochemical, fluorescence polarization, human; Platelet-activating factor acetylhydrolase IB subunit alpha1 (Homo sapiens), Q15102; recombinant PAFAH1B3, FP-rhodamine probe; inhibition, % at 3.39 µM; actives 0.28% (n = 340,000);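 active means inhibition above the screen-wide average of all tested compounds plus 3 SD, cut at about 25% in these data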;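 further: 0% = enzyme with DMSO only and 100% = wells lacking PAFAH1B3 protein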
LYPLA1 counter – LYPLA1 inhibitors, primary screen, counter-screen for PME1 inhibitor project, biochemical, fluorescence polarization, FP-Rh probe ABPP | recombinant LYPLA1 | inhibition, % at 5.9 µM | Acyl-protein thioesterase 1 (Homo sapiens), O75608 | actives 0.16% (n = 320,000);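 active means inhibition above the mean of all tested compounds plus 3 SD, set per campaign, cut at about 14% in these data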;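 further: inhibitors block serine hydrolase probe labeling of LYPLA1 so polarization falls; 0% = enzyme with DMSO and 100% = wells lacking LYPLA1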
Target sequence (O75608 whole entry, looked up): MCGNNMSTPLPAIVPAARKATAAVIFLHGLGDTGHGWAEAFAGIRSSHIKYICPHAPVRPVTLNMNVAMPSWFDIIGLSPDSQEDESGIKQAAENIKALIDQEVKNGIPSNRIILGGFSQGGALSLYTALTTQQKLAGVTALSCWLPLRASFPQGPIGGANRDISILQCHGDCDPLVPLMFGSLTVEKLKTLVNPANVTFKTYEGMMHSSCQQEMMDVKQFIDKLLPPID
PAFAH2 FP inh – PAFAH2 enzyme inhibitors, primary screen, biochemical, fluorescence polarization, human; recombinant PAFAH2, FP-rhodamine activity probe; inhibition, % at 3.39 µM; actives 0.99% (n = 340,000);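 active means inhibition above the mean over all tested compounds plus 3 SD, cut at about 30% in these data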;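 further: inhibitors block probe labeling of enzyme so polarization drops; 0% = enzyme with DMSO and 100% = wells lacking PAFAH2 protein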
ZTA DNA inh – counter-screen for EBNA-1 inhibitors: inhibitors of Epstein-Barr virus ZTA. P03206. ZTA-DNA binding, fluorescence polarization. inhibition, % at 11 µM. actives 0.15% (n = 320,000). AID 2234; in the data active means inhibition above about 33%
PREPL inhibitor – PREPL enzyme inhibitors, primary screen, biochemical, fluorescence polarization | AID 2751, 2010 | inhibition, % at 5.96 µM | recombinant PREPL, fluorescence polarization activity-based probe | actives 0.68% (n = 320,000) | Prolyl endopeptidase-like (Homo sapiens), Q4J6C6; in the data active means inhibition above about 43%;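 further: 0% = enzyme with DMSO and 100% = wells lacking enzyme; many of its hits are not listed in these tables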
EBNA-1 inh – EBNA-1 DNA-binding inhibitors, primary screen, biochemical, fluorescence polarization | inhibition, % at 14.8 µM | actives 0.34% (n = 300,000) | AID 1950, 2009; in the data active means inhibition above about 28%
Starred values were filed as active, the others as inactive; . = not tested or not shown; & = joins results of further samples. This is a subset (hit frequency here may not be typical).

SMILES | LYPLA2 counter | GSTO1 inh | PAD4 inh | PAFAH1B3 inh | LYPLA1 counter | PAFAH2 FP inh | ZTA DNA inh | PREPL inhibitor | EBNA-1 inh
COc1ccc(/C=C/C(=O)O)cc1S(=O)(=O)N1CCCC1 | -1 | 1 | -8 | 0 | 0 | 1 | 8 | 7 | 6
Cn1c(C=O)c(C#Cc2ccccc2)c2ccccc21 | -6 | . | 1 | 4 | -1 | -4 | 20 | 7 | .
CC(=O)Nc1ccc(S(=O)(=O)NCCC(=O)NC(C)c2cccs2)cc1 (stereo not drawn) | . | . | -3 | 5 | . | -10 | . | 12 | .
CC(C)CCNC(=O)C1CC(c2ccccc2C(F)(F)F)=NO1 (stereo not drawn) | 3 | 3 | -1 | 6 | -1 | -1 | -14 | 4 | 3
CCC(C)NC(=O)Cn1cnc2sc(C)c(S(=O)(=O)N3CCN(c4ccccc4OC)CC3)c2c1=O (stereo not drawn) | 1 | -1 | -3 | 7 | -4 | 3 | 3 | -4 | 2
C/C(=N/NS(=O)(=O)c1ccc(Br)cc1)c1c[nH]c2ccccc12 | 2 | 0 | -4 | 12 | -1 | 8 | 1 | -49 | 8
CCOC(=O)c1c(C)n(C)c2ccc(OC(=O)c3ccc(N4C(=O)CCC4=O)cc3)cc12 | 6 | -2 | 1 | 11 | -5 | -4 | -9 | 20 | 0
COc1ccc(C2CC(C(F)(F)F)n3nc(C(=O)N(C)Cc4cn(C)nc4C)c(Cl)c3N2)cc1 (stereo not drawn) | 1 | 10 | -1 | -3 | -3 | -3 | -5 | 29 | -2
COc1ccc(OC)c(NC(=O)Cc2c(C(=O)O)n(C)c3ccccc23)c1 | 5 | 4 | 4 | 16 | 7 | -6 | -16 | 14 | -8
Cc1cc(/C=C2\SC(=O)N(C)C2=O)c(C)n1-c1cccc(C(=O)O)c1 | 4 | -7 | 0 | 6 | -2 | 3 | -6 | -5 | -15
Cc1ccn2c(NC(=O)C(C)(C)Oc3ccc(Cl)cc3)c(-c3cccs3)nc2c1 | 4 | 2 | -7 | 0 | -4 | -1 | -2 | 7 | -5
CCOC(=O)c1c(-c2ccccc2)c2cc(OC)ccc2n1CCCN(C)C | -3 | -2 | -1 | 10 | -1 | 1 | 21 | 7 | -6
O=C(Nc1ccccc1F)c1ccc2c(c1)CCN2S(=O)(=O)c1ccccc1 | -6 | -3 | -2 | 8 | -3 | -2 | 1 | -13 | 6
COCCNC(=O)c1onc(CSc2cccc(Cl)c2)c1C(=O)O | -3 | -2 | -1 | 6 | 2 | 13 | -1 | -3 | -1
C=CCCCCc1nc2ccccc2c(=O)n1N | -6 | 1 | 4 | 2 | -2 | -2 | -2 | -5 | -7
CCOCCCNC(=O)CNC(=S)N(Cc1ccccc1F)C1CCCCC1 | 8 | 8 | -3 | 5 | 2 | 5 | 5 | 2 | 8
CC1CCN(C(=O)c2ccc(CSc3nc4ccncc4n3Cc3ccc(F)cc3)cc2)CC1 | 17 | -10 | -1 | 6 | 3 | -2 | 0 | 24 | 0
O=C(CN1CCN(C(=O)c2cccs2)CC1)NC1CCCCC1 | -3 | -6 | 0 | -1 | -3 | -4 | -5 | -4 | -3
COC(=O)C1CCCCN1C(=O)c1cc(COc2cccc3cccnc23)on1 (stereo not drawn) | -11 | -1 | -2 | 3 | -3 | 1 | 6 | 1 | 1
CCOC(=O)c1c(NC(=O)/C=C/c2ccc(C)o2)sc(C)c1C | -4 | -3 | -5 | 11 | -2 | 9 | -4 | 17 | 2
C/C=C(\C)CN1CCCC(N(C)CCc2ccc(OC)c(OC)c2)C1 (stereo not drawn) | 3 | 3 | -1 | 8 | 0 | -7 | -7 | 2 | 2
COc1ccccc1NC(=O)Nc1cc(NC(=O)Nc2ccccc2OC)c(C)nc1C | -18 | -5 | 0 | -23 | -12 | -20 | -9 | 0 | 4
CCCOc1ccc(C(=O)CCCC(=O)c2ccc(OCCC)cc2)cc1 | 9 | 2 | -2 | 5 | 5 | -8 | 7 | -5 | 4
CCN(CC(=O)NCc1cccs1)CC(=O)Nc1cccc(S(N)(=O)=O)c1 | -7 | . | -5 | -5 | 0 | -1 | 4 | -2 | .
Cn1ncc2c(N3CCCCC3)nc(NCCCO)nc21 | -5 | 7 | -1 | 9 | -5 | 0 | -16 | 11 | -4
Cn1nc(C(=O)Nc2sc3c(c2C#N)CCCC3)ccc1=O | 14 | 1 | 4 | 3 | 2 | -2 | -16 | 18 | -4
CC(C)(C)c1cc(-c2n[nH]c(=S)n2-c2ccc(Cl)cc2)n[nH]1 | 7 | 8 | -4 | 6 | 3 | 0 | 0 | -5 | -6
O=C(COC(=O)CSc1ccc(F)cc1)NC1CCCCCC1 | 0 | . | 5 | 5 | 4 | 1 | -5 | 14 | .
COc1ccc(NC(=O)CN2CCC(Cc3ccccc3)CC2)cc1S(=O)(=O)N1CCOCC1 | 4 | 3 | -1 | -2 | 0 | -7 | -10 | 11 | -5
CCOC(=O)Nc1ccc2c(c1)N(C(=O)OCCN(C)C)c1ccccc1CC2 | 1&-2 | -1&10 | -2&-1 | 2&7 | -1&1 | -4&2 | -9&5 | 5&8 | 0&9
CCC(C(=O)N1CCOCC1)n1nc(C)c2c(C)n(-c3ccccc3)nc2c1=O (stereo not drawn) | -1 | 9 | 0 | 7 | 0 | 6 | 8 | 2 | 7
COc1ccc(-c2cc(-c3ccccc3)nc3ncnn23)cc1 | 2 | -2 | 2 | 11 | 1 | 5 | 1 | 0 | 10
COc1ccccc1NC(=O)Nc1nnc(C(C)C)s1 | 4 | 5 | -1 | 7 | 1 | 7 | -1 | 13 | 3
Nc1ccc(CCNc2ncnc3c2ncn3[C@@H]2O[C@H](CO)[C@@H](O)[C@H]2O)cc1 | -3 | 0 | -7 | -4 | 0 | 2 | -4 | 8 | -7
COc1cc(C(=O)NCC2(c3ccccc3)CCCC2)ccc1OC(C)C | 3 | -4 | 0 | 12 | 1 | 174* | -8 | -10 | -10
COc1ccc(C)cc1N(C(=O)COc1ccccc1)c1nc2ccccc2s1 | 4 | 1 | -9 | 10 | 3 | 4 | 7 | 1 | -5
O=c1[nH]cnc2c1sc1nc(C(F)F)cc(-c3ccccc3)c12 | -8 | . | 0 | -7 | -4 | -11 | 13 | -6 | .
COc1ccc(CN2C(=O)c3ccccc3C(/C=N/OCc3ccc(Cl)cc3)C2=O)cc1 (stereo not drawn) | -4 | -4 | -11 | 4 | -6 | 7 | 4 | -3 | 0
CC1(C)CC(=O)C2=C(C1)N(N1CCOCC1)C(N)=C(C#N)C2c1cccs1 (stereo not drawn) | 1 | 2 | -3 | -7 | 3 | -9 | -5 | 7 | -1
Cc1ccc(S(=O)(=O)N2CC(C)N(C(=O)N3CCOCC3)C2C)cc1 (stereo not drawn) | 1 | 1 | 0 | 4 | 5 | 0 | 2 | 4 | 1
Cc1ccc(C(=O)Nc2ccc(Nc3ccccc3)cc2)cc1C | 3 | 3 | 1 | 17 | -8 | 9 | -22 | 28 | 17
CC(C)CCN(C(=O)c1ccc(N2CCCC2=O)cc1)c1c(N)n(Cc2ccccc2)c(=O)[nH]c1=O | 4 | 6 | -2 | 2 | 2 | 1 | 7 | 4 | -1
COc1ccc(/C(=N/Nc2ncnc3ccccc23)C(=O)O)cc1 | 3 | 9 | 1 | 7 | 2 | 7 | 6 | 7 | 1
O=C(N/N=C/c1ccc(OC(=O)c2ccco2)cc1)c1ccncc1 | -1 | -1 | -5 | -2 | 2 | -4 | 5 | 9 | 6
CC1(C)Nc2ccccc2N(CCC(=O)N2CCOCC2)C1=O | 2 | 1 | 0 | 8 | 0 | 0 | 3 | 9 | -12
CCOC(=O)C1CCCN(Cc2ccc(OC)cc2OC)C1 (stereo not drawn) | 4 | 3 | -2 | -10 | 0 | -1 | -2 | 18 | 7
O=C(C1CCCCC1)N1CCN(S(=O)(=O)c2cccc([N+](=O)[O-])c2)CC1 | 0 | -4 | -1 | 4 | 0 | 0 | 2 | 8 | -14
CCCCC(C(=O)OCC)C(N)Cc1ccc(F)cc1 (stereo not drawn) | -4 | 3 | 0 | 6 | -2 | 6 | -10 | 21 | -10
O=C(NCc1ccco1)/C(=C/c1ccccc1F)NC(=O)c1ccccc1 | -2 | 6 | 0 | 0 | 0 | -1 | -7 | 13 | -13
CNC1(c2nnnn2-c2c(C)cccc2C)CCOC(C)(C)C1 (stereo not drawn) | 2 | 1 | 1 | 2 | 1 | -1 | -13 | 15 | 8

Further entries follow:
SMILES | LYPLA2 counter | GSTO1 inh | PAD4 inh | PAFAH1B3 inh | LYPLA1 counter | PAFAH2 FP inh | ZTA DNA inh | PREPL inhibitor | EBNA-1 inh
CSc1nsc(N/N=C/c2ccccc2)c1C#N | 2 | -1 | 3 | -1 | -1 | 2 | 4 | -4 | -2
Cc1c(NC(=O)COC(=O)c2ncc(Cl)c(Cl)c2Cl)c(=O)n(-c2ccccc2)n1C | 4 | 3 | 3 | 8 | 3 | -6 | 1 | 11 | -2
CCN1CCN(C(=O)c2ccc3c(c2)N(Cc2ccccc2)C(=O)c2ccccc2S3=O)CC1 (stereo not drawn) | -7 | 5 | 0 | -3 | -2 | -2 | -1 | 2 | 0
O=C(COC(=O)CCC1CCCC1)NCc1ccc(Cl)cc1 | 2 | -1 | -2 | 1 | 2 | 12 | 2 | 1 | 1
COc1cc(OC)cc(-c2c(C#Cc3ccsc3)c3cc(-c4ccc(OC)c(OC)c4)ccc3n2C)c1 | . | . | 0 | 8 | . | -6 | . | 12 | .
O=c1c(C(c2ccc(Cl)cc2)c2c(O)nc3n(c2=O)CCCS3)c(O)nc2n1CCCS2 | -6 | 5 | -4 | 3 | -2 | 5 | -9 | 3 | 12
CCOC(=O)CNc1nc(C(C)(C)C)nc2c1nnn2Cc1ccccc1Cl | -2 | 8 | 4 | 8 | -3 | -12 | 8 | 3 | -3
Cc1ccc(C2=NN(CCC(=O)NCc3ccc4c(c3)OCO4)C(=O)CC2)cc1 | 0 | 0 | -1 | 8 | 4 | 7 | 9 | -7 | 4
COC(=O)c1cc(NC(C)=O)ccc1N1CCOCC1 | -4 | 5 | -11 | -1 | 4 | -5 | 16 | 15 | 4
CC(NS(=O)(=O)c1ccccc1)C(c1cccs1)N1CCN(c2ccccc2)CC1 (stereo not drawn) | 5 | 5 | 1 | 5 | -1 | 0 | -31 | 11 | -3
CCN1CCN(C(=O)c2nn(-c3ccccc3)c(=O)c3ccccc23)CC1 | -6 | 8 | -1 | 1 | -2 | -11 | 2 | 10 | -12
C[C@H](CO)N1C[C@H](C)[C@@H](CN(C)C(=O)NC2CCCCC2)Oc2c(NC(=O)C3CCCCC3)cccc2C1=O | . | . | -2 | -2 | . | 8 | . | 4 | .

Full records as entered above. Order of values: LYPLA2 counter | GSTO1 inh | PAD4 inh | PAFAH1B3 inh | LYPLA1 counter | PAFAH2 FP inh | ZTA DNA inh | PREPL inhibitor | EBNA-1 inh
Shown for Cc1c(NC(=O)COC(=O)c2ncc(Cl)c(Cl)c2Cl)c(=O)n(-c2ccccc2)n1C → 4 | 3 | 3 | 8 | 3 | -6 | 1 | 11 | -2
Shown for CCN1CCN(C(=O)c2nn(-c3ccccc3)c(=O)c3ccccc23)CC1 → -6 | 8 | -1 | 1 | -2 | -11 | 2 | 10 | -12
